Screens deposited in PubChem by National Center for Advancing Translational Sciences (NCATS).
PNC inhibitor – inhibitors of perinucleolar compartment assembly; PC3M PTB-GFP, PNC prevalence imaging, 16 h; hits give low values; activity change (PNC), negative = inhibition, % at 10 µM; actives 3.1% (n = 140,000); AID 2417;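 active means readout at or below -70, meaning at least 70% loss of cells showing the perinucleolar compartment, a nuclear body marking cancer cells; inconclusive means readout between -30 and a set limit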;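 further: plate controls were DMSO wells for no effect and camptothecin positive control wells for full effect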
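PC3M cells stably expressing PTB-GFP, 750–1000 cells/well, treated 16 h at 37 °C with compound (23 nl of library stock), in duplicate. After paraformaldehyde fixation and Hoechst stain, imaged at 20x; PNC prevalence scored by image analysis.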
15-hLO-2 inh – inhibitors of human 15-lipoxygenase 2 (ALOX15B) | O15296 | purified 15hLO-2, xylenol orange hydroperoxide absorbance | Potency, µM (doses to about 57.1 µM), inactives show at the highest dose activity change, negative = inhibition, hits mostly inhibitors | actives 0.56% (n = 110,000); further: potency means the concentration at half of the fitted maximal effect; nearly all actives have a fitted effect of over 60% in size; many of its hits are not listed in these tables
Target sequence (O15296 whole entry, looked up): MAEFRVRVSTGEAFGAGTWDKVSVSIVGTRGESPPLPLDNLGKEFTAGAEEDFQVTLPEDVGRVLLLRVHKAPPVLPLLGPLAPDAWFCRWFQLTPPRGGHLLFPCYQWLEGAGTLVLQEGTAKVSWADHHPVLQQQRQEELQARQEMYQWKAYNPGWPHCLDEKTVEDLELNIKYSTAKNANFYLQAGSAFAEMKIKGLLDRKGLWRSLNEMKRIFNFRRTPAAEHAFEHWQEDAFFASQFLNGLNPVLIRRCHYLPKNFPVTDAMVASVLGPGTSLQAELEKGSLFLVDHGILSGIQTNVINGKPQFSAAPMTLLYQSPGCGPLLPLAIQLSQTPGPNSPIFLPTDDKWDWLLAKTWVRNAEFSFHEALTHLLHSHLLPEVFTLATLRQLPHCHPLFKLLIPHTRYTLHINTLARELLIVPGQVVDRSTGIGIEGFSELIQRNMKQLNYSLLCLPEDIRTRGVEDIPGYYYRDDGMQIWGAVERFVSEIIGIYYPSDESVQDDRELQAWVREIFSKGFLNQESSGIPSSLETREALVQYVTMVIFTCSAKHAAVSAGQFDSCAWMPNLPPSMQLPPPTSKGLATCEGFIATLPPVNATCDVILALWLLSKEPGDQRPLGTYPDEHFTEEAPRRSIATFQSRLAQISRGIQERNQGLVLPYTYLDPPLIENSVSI
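Purified human 15hLO-2 (50 nM) preincubated 15 min with compound, then 45 uM arachidonic acid for 90 min at RT in 25 mM Hepes pH 7.5, 0.01% Triton X-100. Hydroperoxide detected by Fe-xylenol orange; 573/405 nm absorbance ratio.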
IMPase inh – cell-permeable inhibitors of inositol monophosphatase (IMPase). P97697. CHO-M1 cells, IP1 accumulation, HTRF TR-FRET ratio. inhibition (IP1 accumulation), % at 46.1 µM. 120,000 tested, under 10 active; active means well fitted curve in the direction sought with a large enough effect in the signal ratio, not every such curve was filed as active; inconclusive means small, poorly fitted or top-dose-only effect, or a change in a side signal; inactive means no such curve, though single readings can be large or run the other way; the % refers to the signal ratio;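 further: cells stimulated with carbachol in lithium chloride buffer; plate controls were DMSO basal wells for no effect and reference inhibitor wells for full effect; higher means more IMPase inhibition seen as more IP1 and lower FRET ratio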
Target sequence (P97697 whole entry, looked up): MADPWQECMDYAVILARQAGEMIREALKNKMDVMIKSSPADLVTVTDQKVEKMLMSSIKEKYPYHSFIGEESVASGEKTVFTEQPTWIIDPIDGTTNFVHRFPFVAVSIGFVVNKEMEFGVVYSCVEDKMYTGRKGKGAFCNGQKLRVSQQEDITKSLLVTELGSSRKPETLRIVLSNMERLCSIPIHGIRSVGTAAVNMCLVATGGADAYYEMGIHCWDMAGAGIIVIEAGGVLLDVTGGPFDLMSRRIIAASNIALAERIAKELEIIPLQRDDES
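Elevated IP1 in lysates lowers TR-FRET signal (665/620 ratio and 620 channel reported). Cells were CHO-M1, given carbachol (50 uM as added) plus 50mM LiCl, pH 7.4, 30 min, 37C; compounds titrated up to 46 uM; AC50 by Hill equation.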
12-hLO inh – blocks human 12-lipoxygenase activity | purified 12-hLO, xylenol orange hydroperoxide absorbance | AID 1452 | Potency, µM (doses to about 57.1 µM), for inactives: top-dose activity change, negative = inhibition, hits mostly inhibitors | actives 0.12% (n = 150,000) | P18054; further: potency means the concentration at half of the fitted maximal effect; nearly all actives have a fitted effect of over 55% in size; many of its hits are not listed in these tables
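Hydroperoxide output read as Fe(III)-xylenol orange absorbance, 573-to-405 nm ratio, after 30 min reaction with 40 uM arachidonic acid. Enzyme: 150 nM purified human 12hLO, 15 min compound preincubation; 25 mM Hepes pH 7.0, room temperature.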
* marks the source's active call; other numbers are inactive results; ? = inconclusive; nt = no result given; [ ] = dose if it differs, or a comment. Unless noted, the call rests on the fitted dose curve; in most records, active means well fitted curve in the direction sought with a large enough effect; inconclusive means small, poorly fitted or top-dose-only effect, or another doubt; inactive means no such curve, though single readings can be large; an effect the other way counts as inactive or inconclusive. Unless noted, on the % scale 0 is the no-effect control and ±100 the full control effect. Not all compounds are listed (hit frequency here may not be typical).

smiles	PNC inhibitor	15-hLO-2 inh	IMPase inh	12-hLO inh
O=C(c1ccc(N2C(=O)C3CCCCC3C2=O)cc1)N1CCCCC1 (stereo not given)	14.8	nt	nt	-0.9%
COc1cc(OC)cc(C(=O)NCC(=O)OCc2csc(-c3ccccc3)n2)c1	0.7	nt	nt	-2.1%
CSc1nnc(-c2cnccn2)n1CCCN1CCCC1=O	3.9	-1.0%	-10.6	-1.7%
Cc1nnc(-c2cnn(C)c2N)n1Cc1cccc(Cl)c1	?	3.4%	6.5	3.1%
COc1cc(S(=O)(=O)Nc2cccc(C)c2)ccc1NC(=O)c1cccnc1	46.5	nt	nt	1.0%
Cc1c(Cl)cccc1NC(=S)N(CCCN1CCOCC1)Cc1cccs1	?	nt	nt	7.8%
CCCCOc1ccc(N(CC(=O)NC2CCCC2)C(=O)CCC(=O)Nc2ccccn2)cc1	?	nt	20.7	6.7%
c1ccc(OCCOc2cccc3cccnc23)cc1	?	nt	nt	-0.3%
CC(=O)c1ccc(N2CCN(c3ccc(C(F)(F)F)cn3)CC2)cc1	-8.3	nt	3.2	-0.4%
O=C1Oc2ccccc2C2(O)C3CCCCCC3C12 (stereo not given)	1.7	-7.4%	-0.2	-3.2%

smiles	PNC inhibitor	15-hLO-2 inh	IMPase inh	12-hLO inh
c1ccc(N2CCN(c3nc4ccccc4n4cnnc34)CC2)cc1	22.8	-7.9%	4.4	-2.1%
Cc1cc([N+](=O)[O-])nn1CC(=O)NCc1ccco1	23.0	nt	nt	-1.7%
O=c1oc2cc(O)ccc2cc1-c1nc2c(s1)CCc1ccccc1-2	?	nt	nt	0.2%
CCOc1ccccc1N1CCN(C(=O)c2cc[n+]([O-])cc2)CC1	4.8	-11.7%	7.0	0.5%
Cc1ccc(CNC(=O)c2sccc2-n2cccc2)cc1	?	-13.5%	0.6	-3.9%
COc1ccc(C(=O)Nc2cc(C)nc3ccccc23)cc1OC	29.5	6.2%	-1.0	-0.1%
CC1CN(C(=O)c2ccc3c(c2)OCO3)CC(C)O1 (stereo not given)	?	2.7%	-2.9	-2.8%
CN(C)CC(O)COc1ccc(C(C)(C)c2ccc(OCC(O)CN(C)C)cc2)cc1 (stereo not given)	52.4	6.6%	3.2	-0.3%
O=C(O)C1CCN(C(=O)COc2ccc3c4c(c(=O)oc3c2)CCC4)CC1	28.1	-5.7%	-8.5	-2.6%
Cn1c(=O)[nH]c2ccc([N+](=O)[O-])nc21	-21.1	nt	nt	-7.0%

smiles	PNC inhibitor	15-hLO-2 inh	IMPase inh	12-hLO inh
CCOC(=O)CSc1nc2ccccc2c(=O)n1Cc1ccco1	-3.7	-1.1%	6.6	-1.0%
c1ccc(CN2CCC3(CC2)SSC2(CCN(Cc4ccccc4)CC2)SS3)cc1	nt	-2.3%[11.4 µM]	nt	-1.8%[11.4 µM]
CCCNC(=O)NC(=O)COC(=O)c1oc2ccc(OCC)cc2c1C	29.8	-3.3%	-2.2	6.6%
O=S(=O)(/C=C/c1ccccc1)N1CCN(c2cccc(Cl)c2)CC1	30.6	1.6%	3.6	-2.9%
CCCC1S/C(=N/N=C/c2cccs2)NC1=O (stereo not given)	?	14.9%	-1.9	-2.7%
COc1ccc(C2CC(c3ccccc3)=NN2S(=O)(=O)c2ccccc2)c(OC)c1 (stereo not given)	-8.4	nt	nt	8.6%
Nc1nc(Nc2ccc(Cl)cc2)n[nH]1	-14.8	17.1%	-6.2	3.0%
C=CCOc1cc(C)nc(-c2ccccc2O)n1	5.9	11.7%	3.2	7.3%
CN1CCN(c2ccc(Cl)cc2NC(=O)c2cccc(S(=O)(=O)N(C)C)c2)CC1	?	40.8%[activator]	32.0[activator]	-2.9%
CCc1ccc(C(=O)CC2(O)C(=O)N(CN3CCOCC3)c3ccccc32)cc1 (stereo not given)	16.4	-6.2%	1.2	-1.5%

smiles	PNC inhibitor	15-hLO-2 inh	IMPase inh	12-hLO inh
NC(=O)SCC(=O)Nc1ccc2ncccc2c1	nt	-19.6%[11.4 µM]	nt	-1.8%[11.4 µM]
Cc1ccc(C(=O)CC(C(=O)O)n2cccn2)cc1 (stereo not given)	17.3	-1.8%	-3.2	-1.7%
Cc1cccc(OCC(=O)O/N=C(\N)c2ccccn2)c1C	-9.8	-5.2%	0.1	-7.8%
Cc1ccc(S(=O)(=O)N(C)/C(=N/S(=O)(=O)c2ccccc2)c2ccccc2)cc1	-13.7	0.8%	0.2	2.6%
Oc1c(C(c2cccs2)N2CCN(c3ccc(F)cc3)CC2)sc2ncnn12 (stereo not given)	-20.1	1.7%	3.9	1.2%
COCCSc1ccccc1C(=O)Nc1ccc2c(c1)OCCO2	-11.5	-25.4%	-2.1	-0.3%
O=C(NCc1ccco1)C1CCN(S(=O)(=O)Cc2ccccc2)CC1	16.8	nt	4.9	-1.3%
Nc1[nH]n2c(=O)c3c(nc2c1N=Nc1ccccc1)CCCC3	1.1	1.6%	9.4	9.2%
N#Cc1ccc(Cl)cc1NC(=O)COC(=O)[C@H](CCC(N)=O)NC(=O)c1ccc(F)cc1	42.7	nt	nt	-1.0%
CC1CCCN(C(=O)c2ccc(COc3ccccc3Br)cc2)C1 (stereo not given)	30.7	4.7%	3.6	-18.1%

smiles	PNC inhibitor	15-hLO-2 inh	IMPase inh	12-hLO inh
CCOc1ccc(N2C(=O)CC(Sc3ncccn3)C2=O)cc1 (stereo not given)	18.5	-8.9%	-4.6	0.2%
COc1ccc(N=Cc2sc3ccccc3c2Cl)cc1	117.3	-3.3%	-2.8	0.3%
S=c1[nH]nc(-c2cccnc2)n1/N=C/C=C/c1ccccc1	?	nt	nt	-2.2%
O=C(O)CCCCCN1C(=O)/C(=C\c2ccncc2)SC1=S	-89.6*	nt	nt	4.2%
COc1cccc(Nc2c3c(nc4c(-c5ccccc5)c(C)nn24)CCC3)c1	5.1	nt	nt	1.0%
COc1ccc(OC)c(NC(=O)COC(=O)/C=C/c2ccccc2Cl)c1	15.3	nt	-11.3	-4.3%
CSc1nnc(Cc2cc(=O)[nH]c(=O)[nH]2)n1-c1cccc(C)c1	47.2	2.1%	-3.0	1.5%
COc1ccc(C2OCC3(CO2)SC(=O)NC3=O)cc1 (stereo not given)	-20.7	nt	nt	1.5%
Cc1ccc(CS/C(Nc2ccccc2C)=C(\C#N)C(=O)NCc2ccco2)c(C)c1	?	-12.1%	8.5	-19.0%
CS(=O)(=O)N(CC(=O)N1CCN(Cc2ccccc2)CC1)Cc1ccccc1	?	4.6%[11.4 µM]	-14.6[1.84 µM]	-4.7%

Compounds shown so far with a nitro group on carbon:
smiles	PNC inhibitor	15-hLO-2 inh	IMPase inh	12-hLO inh
Cc1cc([N+](=O)[O-])nn1CC(=O)NCc1ccco1	23.0	nt	nt	-1.7%
Cn1c(=O)[nH]c2ccc([N+](=O)[O-])nc21	-21.1	nt	nt	-7.0%

One compound at a time, from the list above:
Shown for CC1CN(C(=O)c2ccc3c(c2)OCO3)CC(C)O1 (stereo not given) = PNC inhibitor: ?; 15-hLO-2 inh: 2.7%; IMPase inh: -2.9; 12-hLO inh: -2.8%
Shown for O=C1Oc2ccccc2C2(O)C3CCCCCC3C12 (stereo not given) = PNC inhibitor: 1.7; 15-hLO-2 inh: -7.4%; IMPase inh: -0.2; 12-hLO inh: -3.2%

Continuation:
smiles	PNC inhibitor	15-hLO-2 inh	IMPase inh	12-hLO inh
COc1ccc2c(OC)cc(-c3ccccc3)nc2c1	7.7	nt	26.8	-11.4%
O=S(=O)(c1ccc(Br)cc1)N1CCn2c(nc3ccccc32)C1	13.5	0.7%	-6.8	4.7%
Cc1cc(C)c(NC(=O)Cn2nnc(C(=O)NCc3cccs3)c2N)c(C)c1	-9.2	-25.4%	-4.8	1.9%
Cn1nc(OC(=O)Nc2ccc(F)cc2)cc1C(F)(F)F	-26.2	-5.1%	0.4	2.2%
Cc1cnc(NC(=O)CN2CCN(c3ccccc3F)CC2)s1	-16.0	nt	-2.6	-7.3%
OCCN1CCN(Cc2cc(Br)cc(Br)c2O)CC1	-19.1	0.3%	0.0	1.9%
CCCS(=O)(=O)N1CCC(C(=O)NCCN2CCC(Cc3ccccc3)CC2)CC1	-25.1	10.1%[11.4 µM]	-1.1[1.84 µM]	-0.2%
COc1ccc(S(=O)(=O)NC2(C(F)(F)F)N=C3SCCN3C2=O)cc1 (stereo not given)	?	6.1%	-14.2	2.5%
COc1ccc(OC)c(C(=O)CSc2nnc(-c3cccs3)n2C)c1	-4.7	5.0%	-3.4	-2.9%
O=C(Nc1cc(C(F)(F)F)ccc1N1CCOCC1)c1ccc(Cl)nc1	?	-0.9%	4.2	-11.1%

smiles	PNC inhibitor	15-hLO-2 inh	IMPase inh	12-hLO inh
CCC/C=C(\CCC)C(NP(=O)(c1ccccc1)c1ccccc1)c1ccc(C(F)(F)F)cc1 (stereo not given)	nt	26.5%	nt	-10.2%
CC(=O)Nc1nc2c(c3c1c(=O)oc1ccccc13)CCCC2	?	0.8%	0.0	4.1%
OCC#CCSc1nnc(-c2ccccc2Br)o1	7.0	0.7%[2.29 µM]	6.5	2.4%
CCOC(=O)C1=C(C)NC(=O)NC1c1c(O)ccc2ccccc12 (stereo not given)	13.3	-1.9%	2.6	-2.3%
CO[C@@H]1/C=C\O[C@]2(C)Oc3c(C)c(O)c4c(O)c(cc(O)c4c3C2=O)NC(=O)/C(C)=C\C=C/[C@H](C)[C@@H](O)[C@H](C)[C@H](O)[C@H](C)[C@H](OC(C)=O)[C@@H]1C	nt	-16.1%[11.4 µM]	nt	3.8%[11.4 µM]
CCC(C)NS(=O)(=O)c1ccc(-c2csnn2)s1 (stereo not given)	14.9	2.5%	5.3	4.3%
CCOc1ccc(-c2cn(-c3cccc(SC)c3)c(=O)[nH]2)cc1	146.5	nt	nt	-10.4%
Cc1ccc(CSCCNS(=O)(=O)c2ccc(C)cc2)cc1	0.0	nt	nt	-23.1%
CCOC(=O)N1CCC(NC(=O)CN2C(=O)COc3ccc(C(C)(C)C)cc32)CC1	-21.9	1.9%	-4.6	-6.3%
CC(=O)Nc1ccc(NC(=O)COC(=O)c2c3c(nc4ccccc24)CCN(Cc2ccccc2)C3)cc1	11.2	nt	-9.0	3.3%

Ordered by value in PNC inhibitor (highest first): 7 of the compounds above
canonical_smiles,PNC inhibitor
O=C(O)C1CCN(C(=O)COc2ccc3c4c(c(=O)oc3c2)CCC4)CC1,28.1
COc1cccc(Nc2c3c(nc4c(-c5ccccc5)c(C)nn24)CCC3)c1,5.1
O=C1Oc2ccccc2C2(O)C3CCCCCC3C12 (stereo not given),1.7
CCOC(=O)CSc1nc2ccccc2c(=O)n1Cc1ccco1,-3.7
Cc1ccc(S(=O)(=O)N(C)/C(=N/S(=O)(=O)c2ccccc2)c2ccccc2)cc1,-13.7
CCOC(=O)N1CCC(NC(=O)CN2C(=O)COc3ccc(C(C)(C)C)cc32)CC1,-21.9
CCCS(=O)(=O)N1CCC(C(=O)NCCN2CCC(Cc3ccccc3)CC2)CC1,-25.1

(next part)
smiles	PNC inhibitor	15-hLO-2 inh	IMPase inh	12-hLO inh
NC(=S)NNC(=O)c1ccccc1	-12.1	1.7%	2.4	-1.9%
CCOc1ncccc1C(=O)N(C)CC1COc2ccccc2O1 (stereo not given)	22.8	-7.5%	6.6	1.2%
O=C1C2CC=C(Cl)CC2C(=O)N1CNc1ccccn1 (stereo not given)	9.0	-1.4%	-1.3	-3.6%
O=S(=O)(c1ccccc1)N1CCC2(CCN(c3ccncc3)CC2)CC1	nt	5.2%	nt	4.0%
CCOc1ccc(OCc2ccc(C(=O)O)o2)cc1	11.3	1.4%	-7.3	3.6%
COc1ccc(C(=O)Nc2ccc(N3CCCC3)cc2)cc1	5.1	3.6%	10.1	-5.9%
